FN deposit inh: fibronectin deposition inhibition. AH1F fibroblasts, Alexa488-fibronectin deposition fluorescence, overnight. inhibition, % at 12.6 µM. 350,000 compounds, 0.086% hits. AID 743247;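 active means mean inhibition across replicates of 30% or more, regardless of how many single replicates reach that level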;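 further: positive control wells lacked labelled fibronectin entirely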
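Material: AH1F fibroblast monolayer depositing Alexa488-labelled fibronectin into matrix | Input: 10000 AH1F cells/well | Medium: DMEM plus 2% serum, read in PBS | Reagent: Alexa488-fibronectin, 24 nM final in well | Compound dosing: One dose per compound, pinned | Schedule: 1 h adhesion, overnight exposure | Measured by: Fluorescence at 485 nm excitation, 525 nm emission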
E-selectin induc: induces E-selectin expression in human endothelial cells; P16581; HUVEC E-selectin immunofluorescence imaging; normalized: neutral wells 0, TNF-alpha wells 100; activation, % at 7.58 µM; 260,000 compounds, 0.37% hits; AID 686992;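 active means mean E-selectin-positive cell signal at least 10% of the positive control, reached in at least 60% of replicates, without over 20% cell loss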;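 further: in these data hits start at about 27%; measured in HUVEC primary endothelial cells; signal is the percent of cells scored E-selectin positive by PE staining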
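material = human umbilical vein endothelial cells (HUVEC), E-selectin induction | quantity = 3,000 cells/well | medium = EGM-2 growth medium on 0.1% gelatin-coated wells | technique = immunofluorescence imaging | read-out basis = % PE-positive cells | control set = TNF-alpha positive control, DMSO neutral control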
RAD52 inh: blocks human RAD52 DNA annealing | recombinant RAD52 DNA annealing, FRET fluorescence | 360,000 compounds, 0.46% hits | P43351 | inhibition, % at 18.7 µM;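 active means every replicate showing at least 50% inhibition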
Target sequence (P43351 whole entry, looked up): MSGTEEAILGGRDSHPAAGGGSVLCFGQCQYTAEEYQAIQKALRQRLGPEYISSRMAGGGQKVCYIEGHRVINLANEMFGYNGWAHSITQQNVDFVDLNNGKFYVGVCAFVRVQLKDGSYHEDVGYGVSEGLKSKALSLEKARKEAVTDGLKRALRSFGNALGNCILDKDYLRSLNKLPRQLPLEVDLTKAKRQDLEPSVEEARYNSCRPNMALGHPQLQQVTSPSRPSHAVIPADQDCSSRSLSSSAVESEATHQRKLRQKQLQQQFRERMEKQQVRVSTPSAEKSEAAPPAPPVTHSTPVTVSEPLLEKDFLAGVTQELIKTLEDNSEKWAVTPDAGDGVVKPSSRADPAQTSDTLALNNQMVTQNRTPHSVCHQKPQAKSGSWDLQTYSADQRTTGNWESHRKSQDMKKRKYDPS
RAD54 inh: inhibitors of human RAD54 branch migration. RAD54 Holliday junction branch migration, FAM/BHQ fluorescence. inhibition, % at 10.4 µM. 360,000 compounds, 0.14% hits;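 active means mean normalized replicate activity at least 40 and at least half of replicates scoring 40 or more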;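 further: 0% = median of neutral control wells and 100% = median of positive control wells; inhibitors cause a drop in the FAM fluorescence signal; in these data hits start at about 50%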
S100A4 inh HTS: inhibitors of human S100A4 binding to myosin IIA peptide. P26447. S100A4/TAMRA-MyoIIA peptide fluorescence polarization. inhibition, % at 10.7 µM. 360,000 compounds, 0.14% hits. AID 652163;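 active means mean inhibition of at least 70% across replicates, with every replicate also reaching that level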
Target sequence (P26447 whole entry, looked up): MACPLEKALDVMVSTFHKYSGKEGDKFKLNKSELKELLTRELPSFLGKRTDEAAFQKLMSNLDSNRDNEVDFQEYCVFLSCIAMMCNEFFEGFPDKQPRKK
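Material: S100A4 monomer protein | Medium: HEPES pH 7.2 with CaCl2, KCl, NaCl, DTT, Triton | Reagent: Labelled myosin peptide probe, 5 nM | Doses: One dose per compound | Times: 5 min incubation before reading | Benchmarks: Neutral control DMSO, positive control TFP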
EWS-Fli block: EWS/Fli transcriptional activity inhibition; A673 NR0B1-luciferase reporter, viability-normalised; AID 651661; 350,000 compounds, 0.67% hits; inhibition, % at 12.6 µM;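 active means mean inhibition of at least 50% after viability correction, with every replicate also passing that limit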;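 further: firefly luciferase signal divided by Alamar Blue viability fluorescence both relative to DMSO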
esBAF inh: inhibitors of esBAF chromatin remodeling in mouse ES cells; Bmi1-luciferase knock-in reporter, 24 h; 100% = twice the neutral-well signal; reporter increase, % at 12.5 µM; 350,000 compounds, 2% hits; AID 602393; in the data active means activation above about 40%;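 further: 0% = median of the plate's neutral control wells and 100% = double that signal; a rise in the Bmi1 reporter signal indicates esBAF inhibition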
Xi reactivation: reactivates the inactive X chromosome in mouse fibroblasts; XiGFP mouse fibroblasts, % GFP-positive cells imaging, 3 d; cells co-treated with 5-aza-dC sensitizer; scaled so ellipticine positive control = 100%; activation, % at 7.58 µM; 360,000 compounds, 0.055% hits; AID 743238;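 active means mean normalized replicate activation at least 10% and every replicate at or above 10%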;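 further: 0% = median of on-plate neutral control wells and 100% = ellipticine 6 µM median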
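Schedule: 3 d treatment, 15 min room-temperature fixation; system: 68-5-11 XiGFP fibroblast line; buffer or medium: DMEM plus 5-aza-dC sensitizer; control set: ellipticine 6 µM positive control; compound: one concentration, pinned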
* marks the source's active call; other numbers are inactive results; & = joins results of further samples; ! = not active in a repeat.

Screening C#C[C@]1(O)CC[C@H]2[C@@H]3CCC4=Cc5oncc5C[C@]4(C)[C@H]3CC[C@@]21C returned FN deposit inh 8, E-selectin induc -0.1, RAD52 inh -8, RAD54 inh -1, S100A4 inh HTS 1, EWS-Fli block 1, esBAF inh -1 and Xi reactivation 0.0.
For CNC[C@@H]1OCc2cnnn2CCCC(=O)N([C@@H](C)CO)C[C@@H]1C the results were FN deposit inh 10, E-selectin induc 0.2, EWS-Fli block 3, esBAF inh 3 and Xi reactivation 0.1.
C[C@@H]1CN([C@H](C)CO)C(=O)Cc2cc(NC(=O)C3CCCCC3)ccc2O[C@@H]1CN(C)CC1CCCCC1 was read as E-selectin induc 0.2, RAD52 inh 15, RAD54 inh -1, S100A4 inh HTS 12, EWS-Fli block 3, esBAF inh -6 and Xi reactivation -0.4.
Screening O=C(Nc1ccc(Cl)cc1)Nc1nnc(SCc2ccccc2)s1 returned RAD52 inh 7, S100A4 inh HTS -3, EWS-Fli block -45 and Xi reactivation 0.2.
For CCn1c(SCC(=O)OC)nnc1-c1ccc(C)cc1 the results were FN deposit inh -4, E-selectin induc 0.0, RAD52 inh 1, RAD54 inh 2, S100A4 inh HTS 4, EWS-Fli block -25, esBAF inh -11 and Xi reactivation 0.4.
For O=C(Nc1ncc2c(n1)-c1ccccc1CC2)C1CC1 the results were FN deposit inh -5, RAD52 inh -4, S100A4 inh HTS -3, EWS-Fli block -11, esBAF inh 6 and Xi reactivation 0.5.
Screening CCCC#Cc1cnc2c(c1)C(=O)N([C@H](C)CO)C[C@H](C)[C@H](CN(C)C(=O)Nc1ccccc1F)O2 returned E-selectin induc -0.4, RAD52 inh 4, RAD54 inh -8, S100A4 inh HTS 3, EWS-Fli block 12, esBAF inh -7 and Xi reactivation -1.2.
For Cc1cc(C(=O)NCCc2ccccc2)c2cc(F)ccc2n1 the results were FN deposit inh 24, E-selectin induc -0.6, RAD52 inh -17, S100A4 inh HTS 5, EWS-Fli block 4 and Xi reactivation -0.2.
O=C(c1ccc2c(c1)OCO2)N1C[C@@H]2N[C@H](C1)C2c1ccc(-c2cccnc2)cc1 (stereo not given in full) was read as FN deposit inh 2&3, E-selectin induc 0.2&0.2, RAD52 inh 2&5, S100A4 inh HTS -6&8, EWS-Fli block 64*! and Xi reactivation 0.0&0.3.
Screening Cc1cc(=O)[nH]c2[nH][nH]c(=O)c12 returned FN deposit inh 1, E-selectin induc -0.1, RAD52 inh 2, RAD54 inh 5, S100A4 inh HTS -2, EWS-Fli block 1, esBAF inh 0 and Xi reactivation -0.1.
`O=C(Nc1ccncc1)C1CCN(S(=O)(=O)c2ccc(Cl)c(C(F)(F)F)c2)CC1` gave FN deposit inh -5, E-selectin induc -0.3, RAD52 inh -4, RAD54 inh 5, S100A4 inh HTS -4, EWS-Fli block 16, esBAF inh 1 and Xi reactivation 0.0.
Screening CC[C@]12C(=O)N(C)C[C@H]([C@@H]3C(=O)N(C)C(=O)[C@@H]31)N2C(=O)c1ccc(Br)cc1 returned FN deposit inh -9, E-selectin induc 0.0, RAD52 inh -19, RAD54 inh 5, S100A4 inh HTS -4, EWS-Fli block -9, esBAF inh 4 and Xi reactivation -0.1.
COc1cc2c(cc1OC)C(=O)N1[C@H]3c4ccccc4OC[C@@H]3[C@H](c3ccccc3)[C@]1(C)C(=O)N2 was read as FN deposit inh -10, E-selectin induc -0.8, RAD52 inh -15, RAD54 inh 0, S100A4 inh HTS -4, EWS-Fli block 14, esBAF inh 9 and Xi reactivation 0.1.
Cc1ccnc(NS(=O)(=O)c2ccc(NC(=O)c3oc4ccccc4c3C)cc2)n1 was read as FN deposit inh -3, E-selectin induc -0.7, RAD52 inh -19, RAD54 inh -5, S100A4 inh HTS -4 and Xi reactivation 0.9.
Screening O=C(C[C@H]1C[C@@H]2c3cc(NC(=O)NC4CCCCC4)ccc3O[C@@H]2[C@@H](CO)O1)NCc1ccccc1 returned FN deposit inh -4, E-selectin induc -0.2, RAD52 inh -2, RAD54 inh -3, S100A4 inh HTS 8, EWS-Fli block 0, esBAF inh 5 and Xi reactivation 0.2.
Nc1nc(SCC(=O)Nc2ncc(Cl)cc2Cl)n[nH]1 was read as FN deposit inh 1, E-selectin induc -1.8, RAD52 inh -23, RAD54 inh -4, S100A4 inh HTS 1, EWS-Fli block 0, esBAF inh -7 and Xi reactivation -0.1.
`CC1CCN(C(=O)c2ccc3c(c2)NC(=O)CN3)CC1` gave FN deposit inh -1, E-selectin induc 0.4, RAD52 inh -79, S100A4 inh HTS -112, EWS-Fli block -9 and Xi reactivation 0.9.
For COC(=O)C1=NN(C(=O)c2ccc(Br)cc2)C(O)(C(C)(C)C)C1 (stereo not given) the results were RAD52 inh 2, S100A4 inh HTS -3, EWS-Fli block 9 and Xi reactivation 0.1.
O=C1C2C3CCC(O3)C2C(=O)N1c1cccc(O)c1 (stereo not given) was read as FN deposit inh 12, RAD52 inh -3, RAD54 inh -2, S100A4 inh HTS -2, EWS-Fli block -1, esBAF inh -14 and Xi reactivation 0.0.
Screening Cc1cccc(NC(=O)C(C)OC(=O)c2ccccc2NS(=O)(=O)c2cc(C)c(C)c([N+](=O)[O-])c2)c1 (stereo not given) returned FN deposit inh 0, E-selectin induc -1.9, RAD52 inh -3, S100A4 inh HTS -6, EWS-Fli block 15 and Xi reactivation -0.1.
For O=S(=O)(c1ccc(F)cc1)N1C[C@@H]2N[C@H](C1)C2c1ccc(-c2ccc(F)cc2)cc1 (stereo not given in full) the results were FN deposit inh 4&2, E-selectin induc 0.2&0.4, RAD52 inh 87*!, S100A4 inh HTS 11&-2, EWS-Fli block 0&-1 and Xi reactivation 0.0&0.2.
`COc1ccc(NC(=O)CCc2nc3ccccc3c(=O)[nH]2)cc1S(=O)(=O)N1CCCCC1` gave FN deposit inh 7, RAD52 inh -16, RAD54 inh -1, S100A4 inh HTS 0, EWS-Fli block 13, esBAF inh -1 and Xi reactivation 0.0.
`COc1ccc(CC(=O)OCC(=O)NC2CCCC(C)C2C)cc1` (stereo not given) gave FN deposit inh -3, E-selectin induc -0.3, RAD52 inh 3, RAD54 inh 1, S100A4 inh HTS -2, EWS-Fli block -1, esBAF inh -7 and Xi reactivation 0.3.
`O=C(O)CCCN1C(=O)/C(=C/C=C/c2ccco2)SC1=S` gave FN deposit inh 6, E-selectin induc -0.4, RAD52 inh -208, S100A4 inh HTS -26, EWS-Fli block 11 and Xi reactivation -0.2.

The list goes on (4 carried over from the part before).
For O=S(=O)(c1ccc(F)cc1)N1C[C@@H]2N[C@H](C1)C2c1ccc(-c2ccc(F)cc2)cc1 (stereo not given in full) the results were FN deposit inh 4&2, E-selectin induc 0.2&0.4, RAD52 inh 87*!, S100A4 inh HTS 11&-2, EWS-Fli block 0&-1 and Xi reactivation 0.0&0.2.
`COc1ccc(NC(=O)CCc2nc3ccccc3c(=O)[nH]2)cc1S(=O)(=O)N1CCCCC1` gave FN deposit inh 7, RAD52 inh -16, RAD54 inh -1, S100A4 inh HTS 0, EWS-Fli block 13, esBAF inh -1 and Xi reactivation 0.0.
`COc1ccc(CC(=O)OCC(=O)NC2CCCC(C)C2C)cc1` (stereo not given) gave FN deposit inh -3, E-selectin induc -0.3, RAD52 inh 3, RAD54 inh 1, S100A4 inh HTS -2, EWS-Fli block -1, esBAF inh -7 and Xi reactivation 0.3.
`O=C(O)CCCN1C(=O)/C(=C/C=C/c2ccco2)SC1=S` gave FN deposit inh 6, E-selectin induc -0.4, RAD52 inh -208, S100A4 inh HTS -26, EWS-Fli block 11 and Xi reactivation -0.2.
For CCS(=O)(=O)N1CCC(C(=O)N2CCN(Cc3ccccc3)CC2)CC1 the results were FN deposit inh 6, RAD52 inh -1, S100A4 inh HTS -5, EWS-Fli block 13 and Xi reactivation 0.0.
Cc1ccc(C)c(NC(=O)CN2C(=O)NC(CCc3ccccc3)C2=O)c1 (stereo not given) was read as FN deposit inh -1, E-selectin induc 0.6, RAD52 inh -11, RAD54 inh 5, S100A4 inh HTS -6, EWS-Fli block 1, esBAF inh -7 and Xi reactivation 0.0.
Screening COc1ccccc1C1C2=C(CCCC2=O)N(CC(=O)O)C2=C1C(=O)CCC2 returned FN deposit inh -2, RAD52 inh -17, RAD54 inh -14, S100A4 inh HTS 0, EWS-Fli block -7, esBAF inh 1 and Xi reactivation 0.0.
CCOC(=O)C1=CCN(S(=O)(=O)c2ccc(Br)cc2)C1c1cccc(Br)c1 (stereo not given) was read as FN deposit inh -1, E-selectin induc -0.1, RAD52 inh -15, S100A4 inh HTS -6, EWS-Fli block -3 and Xi reactivation 0.2.
Screening COc1ccc(-c2noc(N3CCC(C(=O)Nc4ccc(F)cc4)CC3)n2)cc1 returned FN deposit inh 4, RAD52 inh 16, RAD54 inh -3, S100A4 inh HTS 1, EWS-Fli block 14, esBAF inh -21 and Xi reactivation 0.4.
`Fc1ccc(/C=N/n2c(C3CCCCC3)n[nH]c2=S)cc1` gave FN deposit inh 0, RAD52 inh -5, RAD54 inh 5, S100A4 inh HTS -3, EWS-Fli block 5, esBAF inh 4 and Xi reactivation 0.0.
`COc1ccccc1NS(=O)(=O)c1cn(C)cn1` gave FN deposit inh 1, RAD52 inh -1, RAD54 inh -8, S100A4 inh HTS 0, EWS-Fli block -13, esBAF inh 4 and Xi reactivation 0.3.
Screening COc1ccc(C(=O)NCc2cccnc2)cc1S(=O)(=O)N1CCCc2ccccc21 returned FN deposit inh -3, E-selectin induc -0.1, RAD52 inh -15, RAD54 inh -1, S100A4 inh HTS 5, EWS-Fli block 3, esBAF inh -8 and Xi reactivation 0.1.
NC(=O)C(c1ccccn1)c1ncc(C(F)(F)F)cc1Cl (stereo not given) was read as FN deposit inh 0, RAD52 inh -16, S100A4 inh HTS 4, EWS-Fli block 7, esBAF inh 6 and Xi reactivation 0.0.
C[C@@H]1CCCCO[C@H](CN(C)S(=O)(=O)c2ccc(Cl)cc2)[C@H](C)CN([C@@H](C)CO)C(=O)c2cc(NC(=O)Nc3ccc4c(c3)OCO4)ccc2O1 was read as FN deposit inh -4, E-selectin induc -0.2, RAD52 inh -14, RAD54 inh 1, S100A4 inh HTS -13, EWS-Fli block -6, esBAF inh -4 and Xi reactivation 0.0.
COc1ccc2c(-c3ccccc3)cc3nnnn3c2c1 was read as RAD52 inh -3, RAD54 inh -2, S100A4 inh HTS 0, EWS-Fli block 17 and esBAF inh -3.
Screening COc1ccc(C(=O)Nc2ccc(O)cc2C(=O)O)cc1 returned FN deposit inh 3, RAD52 inh -11, S100A4 inh HTS -2, EWS-Fli block 5 and Xi reactivation 0.0.
Screening Cc1ncc(CO)c2c1Oc1nc(-c3ccccc3)nc(SCC(=O)N3CCOCC3)c1C2 returned FN deposit inh 5, RAD52 inh -10, RAD54 inh 8, S100A4 inh HTS 8, esBAF inh 8 and Xi reactivation 0.1.
`OCc1ccc(N=Nc2ccccc2)cc1` gave FN deposit inh -5, E-selectin induc 0.0, RAD52 inh -4, RAD54 inh -6, S100A4 inh HTS 0, EWS-Fli block -117 and Xi reactivation 0.0.

High-throughput results (PubChem)
